# Wee1 degr inh – Wee1 degradation inhibitors, primary screen, cell-based, HeLa, Wee1K328M-luciferase, luminescence. Wee1-like protein kinase (Homo sapiens), P30291. HeLa Luc-Wee1K328M stability; 100% = proteasome inhibitor MG132 effect. reporter increase, % at 5 µM. 220,000 compounds, 1.2% hits. AID 1321, 2008;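 active means activation above the mean of all tested compounds plus 3 SD, set per screening run, cut at about 8.8% in these data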;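 further: cells exposed to compound for 20 h before luminescence read; 0% = DMSO alone and 100% = MG132 at 30 µM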
# S1P4 ag – S1P4 receptor agonists, primary screen, cell-based; Sphingosine 1-phosphate receptor 4 (Homo sapiens), O95977; S1P4-expressing cell line, agonist reporter assay; 220,000 compounds, 0.35% hits; activation, % at 4.98 µM; in the data active means activation above about 11%;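 further: 0% = DMSO vehicle and 100% = reference agonist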
# Target sequence (O95977 whole entry, looked up): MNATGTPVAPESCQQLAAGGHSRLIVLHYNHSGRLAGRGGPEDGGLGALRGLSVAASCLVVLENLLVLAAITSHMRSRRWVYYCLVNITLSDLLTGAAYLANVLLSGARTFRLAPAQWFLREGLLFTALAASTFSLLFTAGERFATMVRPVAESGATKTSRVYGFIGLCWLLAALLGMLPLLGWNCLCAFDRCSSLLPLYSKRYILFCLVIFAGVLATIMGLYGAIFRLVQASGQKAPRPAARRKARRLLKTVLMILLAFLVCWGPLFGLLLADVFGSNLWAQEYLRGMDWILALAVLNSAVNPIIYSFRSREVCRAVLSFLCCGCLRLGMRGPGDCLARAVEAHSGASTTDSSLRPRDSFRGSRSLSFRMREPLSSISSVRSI
# S1P4 antagonist – S1P4 receptor antagonists, primary screen, cell-based; Sphingosine 1-phosphate receptor 4 (Homo sapiens), O95977; S1P4-expressing cells, antagonist mode, reporter read-out; inhibition, % at 4.98 µM; 220,000 compounds, 0.26% hits; AID 1510, 2009; in the data active means inhibition above about 29%;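 further: 0% = wells stimulated with agonist and 100% = vehicle wells without agonist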
# NPY-Y2 PAM-ag – NPY-Y2 potentiators or agonists, primary screen, cell-based | activation, % at 3.6 µM | AID 1359, 2008 | 220,000 compounds, 0.45% hits | Neuropeptide Y receptor type 2 (Homo sapiens), P49146 | cells expressing NPY-Y2, potentiator/agonist read-out; in the data active means activation above about 27%;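 further: cells stimulated with NPY near EC25 plus isoproterenol at EC100; 0% = vehicle plus submaximal agonist and 100% = vehicle plus saturating agonist; some results beyond the cut were filed as inactive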
# Ba/F3 V617F tox – reduced viability of JAK2V617F-dependent Ba/F3 cells, primary screen, JAK2V617F inhibitor project, cell-based, Ba/F3 EpoR-JAK2V617F, luminescence; ATP luminescence; inhibition, % at 5.6 µM; 220,000 compounds, 1.1% hits; AID 1446, 2008;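 active means inhibition above the campaign mean plus 3 SD over all tested compounds, cut at about 24% in these data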;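 further: cytokine-independent growth of Ba/F3 cells driven by EpoR plus mutant JAK2; 0% = DMSO-treated cells and 100% = JAK inhibitor I control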
# BaF3 tox – parental Ba/F3 cell viability inhibition, counter-screen for JAK2V617F inhibitor project, murine pro-B, CellTiter-Glo luminescence; 220,000 compounds, 1.1% hits; inhibition, % at 5.6 µM; CellTiter-Glo ATP luminescence;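 active means inhibition above a per-campaign cutoff, the mean inhibition of all tested compounds plus 3 SD, cut at about 27% in these data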;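 further: 0% = DMSO wells and 100% = JAK Inhibitor I control wells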
# MDM2 E3 inh – MDM2-luciferase reporter signal enhancers, primary screen, MDM2 E3 ligase inhibitor project, cell-based, luminescence, 1536-well; 210,000 compounds, 0.11% hits; AID 1230, 2008; E3 ubiquitin-protein ligase Mdm2 (Homo sapiens), Q00987; cell-based MDM2 ubiquitination luciferase reporter, 2 h; 0 = plate control, 100 = twice control, blank-subtracted; signal enhancement, % at 5 µM;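 active means signal enhancement of 30% or more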;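 further: luminescence tracks abundance of the self-degrading MDM2-luciferase fusion protein; higher signal means inhibition of MDM2 E3 ligase activity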
# Target sequence (Q00987 whole entry, looked up, the tested form may be a part): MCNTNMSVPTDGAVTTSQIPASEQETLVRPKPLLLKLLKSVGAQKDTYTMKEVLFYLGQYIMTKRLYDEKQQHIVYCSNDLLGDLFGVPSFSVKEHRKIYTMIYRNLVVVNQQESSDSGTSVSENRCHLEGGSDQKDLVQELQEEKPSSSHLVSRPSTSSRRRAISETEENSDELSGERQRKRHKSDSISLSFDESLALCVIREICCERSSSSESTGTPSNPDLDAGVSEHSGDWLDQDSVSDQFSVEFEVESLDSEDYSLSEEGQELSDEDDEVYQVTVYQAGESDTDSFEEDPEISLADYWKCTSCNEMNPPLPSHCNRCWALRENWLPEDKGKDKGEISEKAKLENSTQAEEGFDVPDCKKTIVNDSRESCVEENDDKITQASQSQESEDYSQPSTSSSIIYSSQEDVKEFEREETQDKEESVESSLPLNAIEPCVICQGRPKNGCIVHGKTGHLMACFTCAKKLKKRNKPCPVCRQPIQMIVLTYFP
#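 test system = mammalian cells stably expressing self-ubiquitinating, self-degrading MDM2 E3–luciferase fusion | quantity = 2000 cells/well | incubation = cell settling 4 h, compound treatment 2 h, both 37 °C | signal = luminescence with SteadyLite reagent, 15 min at room temperature | evaluation = % enhancement relative to plate controls after blank subtraction | benchmarks = plate controls and plate blanks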
# PERK inh – block of dimerizer-induced PERK translation repression, primary screen, PERK inhibitor project, CHO PERK-DD cells, SEAP luminescence, HTS. CHO PERK-DD fusion, SEAP luminescence translation reporter. inhibition, % at 5.6 µM. 220,000 compounds, 0.17% hits. AID 1416, 2008;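 active means inhibition above the mean inhibition of all tested compounds plus 3 SD, set separately per screening campaign, cut at about 2.9% in these data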;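 further: PERK kinase domain activated by AP20187 dimerizer at 100 nM; 0% = DMSO with dimerizer and 100% = rapamycin at 8.4 µM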
# eIF4E 4G PPI – eIF4E–eIF4G protein interaction inhibitors, primary screen, biochemical, uHTS, TR-FRET, eIF4GI fragment | Eukaryotic translation initiation factor 4E (Mus musculus) + Eukaryotic translation … | TR-FRET eIF4E-eIF4GI(517-606) binding, 2 h | 220,000 compounds, 0.37% hits | AID 782, 2007 | inhibition, % at 21.7 µM;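 active means inhibition above about 30%, limit read from the data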;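 further: 0% = full FRET control wells and 100% = background wells lacking eIF4GI fragment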
# Starred values were filed as active, the others as inactive; . = not tested or not shown; & = joins results of further samples; [ ] = another dose, or the depositor's remark. Only part of the results is shown. The share of hits here may be higher or lower than overall.
(1) CCn1ccnc1CN1CCCC(C(=O)c2cc(C)c(OC)c(C)c2)C1 (stereo not drawn)
(2) Nc1ccccc1C(=O)OCC(=O)c1ccc2c(c1)OCCO2
(3) COCCOC(=O)c1c(C)oc2ccc(OC(=O)N(C)C)cc12
(4) CCc1cc2c(s1)NC(=O)CN=C2c1cccs1
(5) CCCCn1c(NC(=O)c2ccco2)c(C(=O)OCC)c2nc3ccccc3nc21
(6) O=C(NC1CN2CCC1CC2)c1cc(Cl)c([N+](=O)[O-])c2nc[nH]c12 (stereo not drawn)
(7) Cc1nn(Cc2ccccc2Cl)c(C)c1C(=O)NC1CCCc2ccccc21 (stereo not drawn)
(8) COc1cc(CC2C(=O)N(C)C(=O)N(C)C2=O)ccc1OCc1ccccc1
assay / compound	1	2	3	4	5	6	7	8
Wee1 degr inh	-2	0	-2	0	-3	-3	1	-3
S1P4 ag	-0.8	-0.9	0.4	0.9	-0.6	-0.6	0.0	0.5
S1P4 antagonist	-13	5	0	-22	31*	9	-4	-5
NPY-Y2 PAM-ag	-21	1	-9	10	-2	7	-6	5
Ba/F3 V617F tox	-3	-2	2	-5	0	1	-3	-1
BaF3 tox	6	1	5	5	3	-3	5	6
MDM2 E3 inh	-8	-31	-10	-11	1	-22	3	-13
PERK inh	0.0	0.8	-0.1	0.8	-0.4	-0.2	-0.5	-0.1
eIF4E 4G PPI	-2	5	8	-8	-7[fluorescence artefact?]	8	-4	5[fluorescence artefact?]

(9) CC(C)OC(=O)c1c(N)n(CC2CCCO2)c2nc3ccccc3nc12 (stereo not drawn)
(10) CN1CCc2c([nH]c3ccccc23)C1
(11) N#CC(C#N)=Cc1ccc(N2CCOCC2)cc1
(12) CC[C@@H](CO)NC(=O)[C@@H]1C=C2c3cccc4c3c(cn4C)C[C@H]2N(C)C1
(13) CCOC(=O)c1cn2nc(OP(=S)(OCC)OCC)cc2nc1C
(14) COc1cc2[nH]c(=O)n(-c3ccc(C)cc3)c(=O)c2cc1OC
(15) CCN(CC)c1ccc(N=Cc2c(O)n(-c3ccc(Cl)cc3)c(=O)[nH]c2=O)cc1
(16) Cn1c(N2CCNCC2)nc2ccccc21
assay / compound	9	10	11	12	13	14	15	16
Wee1 degr inh	-1	-2	2	1	-1	-2	-2	3
S1P4 ag	0.4	0.9	2.8	-0.6	1.1	-2.4	-0.6	2.0
S1P4 antagonist	21	-5	-6	-9	-13	-8	-24	-6
NPY-Y2 PAM-ag	-9	-6	9	-6	1	-9	-1	4
Ba/F3 V617F tox	4	3	-1	4	2	-1	0	-3
BaF3 tox	5	-8	-3	9	1	10	4	1
MDM2 E3 inh	1	-10	.	2	-8	1	-6	-8
PERK inh	-1.0	-0.3	-0.3	1.1	-0.8	0.7	0.7	0.8
eIF4E 4G PPI	4	4	-8	10&1[fluorescence artefact?]	4	2	-18	2

(17) O=c1[nH]c(=O)n(-c2ccc(Cl)cc2)c(O)c1C=NCCN1CCCCC1
(18) C=CC1CN2CCC1CC2C(OC(C)=O)c1ccnc2ccc(OC)cc12 (stereo not drawn)
(19) CC(Cc1ccccc1Sc1ccc(O)cc1)N(C)C (stereo not drawn)
(20) CCCCn1c(=O)c(C=Nc2cccnc2Cl)c(O)n(CCCCl)c1=O
(21) Cc1nc2cc(C(F)(F)F)ccc2n1C1CCN(Cc2nnnn2Cc2ccc3c(c2)OCO3)CC1
(22) O=C(C(=O)N1CCOCC1)c1cn(CCCOc2ccccc2)c2ccccc12
(23) Cc1ccc2nsnc2c1-n1c(C)nc2ccccc2c1=O
(24) O=c1c2ccccc2nc(-c2ccco2)n1-c1ccc(Br)cc1
assay / compound	17	18	19	20	21	22	23	24
Wee1 degr inh	3	0	-2	-1	-1	1	3	-3
S1P4 ag	-2.1	-1.9	3.5	0.1	0.3	1.7	-0.5	1.8
S1P4 antagonist	12	-3	8	-12	-4	-10	-13	-9
NPY-Y2 PAM-ag	2	17	3	2	28	-1	2	-6
Ba/F3 V617F tox	-2	-1	0	1	2	-4	-8	1
BaF3 tox	-1	0	6	1	6	-4	2	-2
MDM2 E3 inh	-4	-2	-17	-88	-29	0	7	-7
PERK inh	0.4	-0.4	-0.7	0.4	-1.4	-0.6	0.1	-0.8
eIF4E 4G PPI	1	-4	1	-4	0	0	-5	4

(25) CCOP(=O)(C(NC(=O)c1ccccc1Cl)=C(Cl)Cl)c1ccccc1 (stereo not drawn)
(26) O=S(=O)(c1ccc(F)cc1)N1CCCCC1c1cccnc1 (stereo not drawn)
(27) CCc1ccc2nc(N3CCC(C(=O)N4CCC5(CC4)OCCO5)CC3)sc2c1
(28) CC(C)OCCCNC(=O)c1c(N)n(Cc2cccs2)c2nc3ccccc3nc12
(29) CCOc1ccccc1-n1c(O)c(C=NCCCN(CC)CC)c(=O)[nH]c1=O
(30) O=C1/C(=C\c2ccc(Cl)cc2Cl)N2CCC1CC2
(31) CCN1CCN(c2cc(N3CCCC3)c(F)cc2[N+](=O)[O-])CC1
(32) CCOC(=O)C1CCN(/C=C2/C(=O)NC(=S)N(c3cccc(OC)c3)C2=O)CC1
assay / compound	25	26	27	28	29	30	31	32
Wee1 degr inh	2	1	4	0	6	-1	2	-1
S1P4 ag	1.0	0.1	1.3	8.2	3.7	-0.4	0.1	-1.0
S1P4 antagonist	12	-7	-3	-27	2	19	-2	1
NPY-Y2 PAM-ag	7	-18	-4	5	7	-1	5	-7
Ba/F3 V617F tox	2	-3	4	1	-4	0	2	-3
BaF3 tox	4	-5	12	4	3	-8	7	1
MDM2 E3 inh	1	.	6	-1	3	-4	-10	7
PERK inh	-0.9	0.0	-0.7	-1.2	1.1	0.2	-1.1	0.9
eIF4E 4G PPI	-1	-11	-1	1[fluorescence artefact?]	9	3	8	-3

# Part of the list above in order of number of heavy atoms, low to high.
(30) O=C1/C(=C\c2ccc(Cl)cc2Cl)N2CCC1CC2
(23) Cc1ccc2nsnc2c1-n1c(C)nc2ccccc2c1=O
(31) CCN1CCN(c2cc(N3CCCC3)c(F)cc2[N+](=O)[O-])CC1
(25) CCOP(=O)(C(NC(=O)c1ccccc1Cl)=C(Cl)Cl)c1ccccc1 (stereo not drawn)
(29) CCOc1ccccc1-n1c(O)c(C=NCCCN(CC)CC)c(=O)[nH]c1=O
(22) O=C(C(=O)N1CCOCC1)c1cn(CCCOc2ccccc2)c2ccccc12
(28) CC(C)OCCCNC(=O)c1c(N)n(Cc2cccs2)c2nc3ccccc3nc12
assay / compound	30	23	31	25	29	22	28
Wee1 degr inh	-1	3	2	2	6	1	0
S1P4 ag	-0.4	-0.5	0.1	1.0	3.7	1.7	8.2
S1P4 antagonist	19	-13	-2	12	2	-10	-27
NPY-Y2 PAM-ag	-1	2	5	7	7	-1	5
Ba/F3 V617F tox	0	-8	2	2	-4	-4	1
BaF3 tox	-8	2	7	4	3	-4	4
MDM2 E3 inh	-4	7	-10	1	3	0	-1
PERK inh	0.2	0.1	-1.1	-0.9	1.1	-0.6	-1.2
eIF4E 4G PPI	3	-5	8	-1	9	0	1[fluorescence artefact?]

# Some of these compounds in order of formula weight, falling:
(29) CCOc1ccccc1-n1c(O)c(C=NCCCN(CC)CC)c(=O)[nH]c1=O
(31) CCN1CCN(c2cc(N3CCCC3)c(F)cc2[N+](=O)[O-])CC1
(26) O=S(=O)(c1ccc(F)cc1)N1CCCCC1c1cccnc1 (stereo not drawn)
assay / compound	29	31	26
Wee1 degr inh	6	2	1
S1P4 ag	3.7	0.1	0.1
S1P4 antagonist	2	-2	-7
NPY-Y2 PAM-ag	7	5	-18
Ba/F3 V617F tox	-4	2	-3
BaF3 tox	3	7	-5
MDM2 E3 inh	3	-10	.
PERK inh	1.1	-1.1	0.0
eIF4E 4G PPI	9	8	-11

# The list goes on.
(33) CN1CCN(c2ccc([N+](=O)[O-])cc2Cl)CC1
(34) O=C(C1CCCN(c2nnc(-n3cccc3)s2)C1)N1CCC2(CC1)OCCO2 (stereo not drawn)
(35) CC(=O)N(C1=NCCCS1)c1ccccc1F
(36) CCCOP(=O)(OCCC)C(NC(=O)c1ccccc1)=C(Cl)Cl
(37) COc1ccc(C2=NCC(=O)N(CC(=O)NCc3ccco3)c3sc4c(c32)CCCC4)cc1
(38) COc1ccc(CN2CCN(C(=O)Cc3ccccc3)CC2)c(OC)c1
(39) O=C1NC(=O)C(=Cc2cc(Cl)ccc2OCc2ccc(C(=O)O)cc2)C(=O)N1
(40) COC(=O)N(C)c1ccc(C(O)(C(=O)OC)C(F)(F)F)cc1 (stereo not drawn)
assay / compound	33	34	35	36	37	38	39	40
Wee1 degr inh	2	0	-3	0	-3	1	-4	8
S1P4 ag	1.6	0.7	0.5	-0.7	4.5	0.3	1.8	1.4
S1P4 antagonist	-9	-8	5	-10	-10	-7	-6	-26
NPY-Y2 PAM-ag	12	-3	14	5	9	5	8	9
Ba/F3 V617F tox	-3	4	-5	-2	-1	-2	1	1
BaF3 tox	-1	2	-2	0	3	3	8	3
MDM2 E3 inh	-7	4	-7	-3	0	-13	0	-3
PERK inh	0.1	-0.7	0.1	0.2	-1.8	-0.9	1.4	-0.6
eIF4E 4G PPI	11	-4	5	0	2	3	1	1

(41) CCCC(C)C1(CC)C(=O)NC(=Nc2ccc(F)cc2)NC1=O (stereo not drawn)
(42) O=C1OC(c2ccc([N+](=O)[O-])cc2)=N/C1=C/N1CC2CC(C1)c1cccc(=O)n1C2 (stereo not drawn)
(43) COC(=O)C(O)(c1ccc2c(c1)CCCN2)C(F)(F)F (stereo not drawn)
(44) COC(=O)C(c1ccccc1)N1CCCCCC1 (stereo not drawn)
(45) CC(O)(CS(=O)(=O)c1ccccc1)C(=O)Nc1cccc(C(F)(F)F)c1 (stereo not drawn)
(46) N#Cc1ccccc1Cn1cc(C(=O)c2ccco2)c2ccccc21
(47) CCC(CC)C1C(C#N)=C(N)Oc2c1c(=O)oc1ccccc21 (stereo not drawn)
(48) O=C1NC(=O)N(Cc2ccco2)C(=O)/C1=C/c1cccn1CCOc1ccccc1Cl
assay / compound	41	42	43	44	45	46	47	48
Wee1 degr inh	3	-1	-1	-1	-1	-2	2	-1
S1P4 ag	0.4	-0.7	-1.5	1.2	0.4	2.2	1.0	-0.3
S1P4 antagonist	-12	0	-5	-7	-5	-6	-10	-4
NPY-Y2 PAM-ag	14	-5	6	-7	4	1	9	2
Ba/F3 V617F tox	-3	-1	-2	5	-4	-1	2	-2
BaF3 tox	7	-1	1	5	3	5	5	2
MDM2 E3 inh	-2	.	6	-7	-12	-8	-3	-6
PERK inh	1.3	0.2	0.5	-0.6	0.4	-1.0	0.5	-0.1
eIF4E 4G PPI	16	-10	2	-2	-9	0	3	0

# Screening results deposited in PubChem by several laboratories.
